# IMPase inh = qHTS Assay for Identifying the Cell-Membrane Permeable IMPase Inhibitors; 120,000 tested, under 10 active; inhibition (IP1 accumulation), % at 46.1 µM; Inositol monophosphatase 1 (Rattus norvegicus), P97697; AID 901, 2007; CHO-M1 cells, IP1 accumulation, HTRF TR-FRET ratio; active = well fitted curve in the direction sought with a large enough effect in the signal ratio, not every such curve was filed as active; inconclusive = small, poorly fitted or top-dose-only effect, or a change in a side signal; inactive = no such curve, though single readings can be large or run the other way; the % refers to the signal ratio;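 note: cells stimulated with carbachol in lithium chloride buffer; plate controls were DMSO basal wells for no effect and reference inhibitor wells for full effect; higher means more IMPase inhibition seen as more IP1 and lower FRET ratio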
# Target sequence (P97697 whole entry, looked up): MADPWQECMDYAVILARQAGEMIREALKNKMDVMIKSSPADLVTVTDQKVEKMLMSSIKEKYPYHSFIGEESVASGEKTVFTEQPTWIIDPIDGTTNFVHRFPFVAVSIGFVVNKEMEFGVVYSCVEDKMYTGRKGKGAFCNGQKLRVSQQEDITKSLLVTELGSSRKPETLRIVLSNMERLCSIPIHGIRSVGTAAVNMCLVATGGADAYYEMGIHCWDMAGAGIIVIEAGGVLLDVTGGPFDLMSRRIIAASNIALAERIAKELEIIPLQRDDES
#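 Cellular IMPase inhibition is scored as a rise in cytosolic IP1, detected by competitive TR-FRET between d2-labelled IP1 and a europium anti-IP1 antibody. M1-expressing CHO cells were stimulated with carbachol for 30 min at 37C, with lithium (50 mM LiCl) present in the buffer.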
# 15-hLO-2 inh = qHTS Assay for Inhibitors of 15-hLO-2 (15-human lipoxygenase 2). Polyunsaturated fatty acid lipoxygenase ALOX15B (Homo sapiens), O15296. purified 15hLO-2, xylenol orange hydroperoxide absorbance. Potency, µM (top dose mostly 57.1 µM), without a hit: at the highest dose activity change, negative = inhibition, hits mostly inhibitors. 0.56% of 110,000 active. AID 881, 2007; note: potency is the fitted concentration of half-maximal effect; nearly all actives have a fitted effect of over 60% in size; many of its hits are not listed in these tables
#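 Read-out: hydroperoxide product oxidises ferrous iron, measured as xylenol orange complex via the 573-to-405 nm absorbance ratio after 30 min. Reaction: 50 nM enzyme, 15 min compound preincubation, 45 uM arachidonic acid, 90 min RT, Hepes pH 7.5 with Triton X-100.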
# ALOX12 inhib = qHTS Assay for Inhibitors of 12-hLO (12-human lipoxygenase); Potency, µM (doses to about 57.1 µM), inactives show top-dose activity change, negative = inhibition, hits mostly inhibitors; purified 12-hLO, xylenol orange hydroperoxide absorbance; 0.12% of 150,000 active; Polyunsaturated fatty acid lipoxygenase ALOX12 (Homo sapiens), P18054; note: potency is the fitted concentration of half-maximal effect; nearly all actives have a fitted effect of over 55% in size; many of its hits are not listed in these tables
# Target sequence (P18054 whole entry, looked up): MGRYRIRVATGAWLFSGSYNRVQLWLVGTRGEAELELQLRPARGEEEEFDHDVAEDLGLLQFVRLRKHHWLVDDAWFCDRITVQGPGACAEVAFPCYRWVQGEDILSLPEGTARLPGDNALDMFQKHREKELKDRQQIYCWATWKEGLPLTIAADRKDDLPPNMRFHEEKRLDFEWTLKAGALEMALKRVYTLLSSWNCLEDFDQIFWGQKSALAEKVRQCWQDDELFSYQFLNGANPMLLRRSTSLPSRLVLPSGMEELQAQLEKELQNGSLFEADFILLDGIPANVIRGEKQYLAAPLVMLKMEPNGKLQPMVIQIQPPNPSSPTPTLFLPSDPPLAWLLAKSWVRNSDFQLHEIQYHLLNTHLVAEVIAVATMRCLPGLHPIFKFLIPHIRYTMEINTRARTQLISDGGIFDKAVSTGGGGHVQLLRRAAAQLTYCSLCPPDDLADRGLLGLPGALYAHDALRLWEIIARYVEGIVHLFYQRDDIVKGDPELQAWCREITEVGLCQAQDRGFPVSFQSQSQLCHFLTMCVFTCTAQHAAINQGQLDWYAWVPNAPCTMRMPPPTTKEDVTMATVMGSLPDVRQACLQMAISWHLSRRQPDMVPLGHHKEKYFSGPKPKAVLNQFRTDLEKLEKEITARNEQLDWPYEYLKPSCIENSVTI
#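 Purified human 12hLO (150 nM), preincubated 15 min with compound, then 40 uM arachidonic acid for 30 min, room temperature, Hepes pH 7.0 with 0.01% Triton X-100. Hydroperoxide detected by ferrous iron/xylenol orange; 573/405 nm absorbance ratio gives reaction progress.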
# PNC assembly inh = High Content Assay for Compounds that inhibit the Assembly of the Perinucleolar Compartment. PC3M PTB-GFP, PNC prevalence imaging, 16 h; stronger effect = lower value. activity change (PNC), negative = inhibition, % at 10 µM. 3.1% of 140,000 active. AID 2417, 2010;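 active = readout at or below -70, meaning at least 70% loss of cells showing the perinucleolar compartment, a nuclear body marking cancer cells; inconclusive = readout between -30 and a set limit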;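 note: plate controls were DMSO wells for no effect and camptothecin positive control wells for full effect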
#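 PC3M cells stably expressing PTB-GFP, 750–1000 cells/well, treated 16 h at 37 °C with compound (23 nl of library stock), in duplicate. After paraformaldehyde fixation and Hoechst stain, imaged at 20x; PNC prevalence scored by image analysis.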
# Starred values were filed as active, the others as inactive; ? = inconclusive; . = not tested or not shown; & = joins results of further samples; [ ] = dose if it differs, or a comment. Unless noted, calls come from the whole dose curve; as a rule, active = well fitted curve in the direction sought with a large enough effect; inconclusive = small, poorly fitted or top-dose-only effect, or another doubt; inactive = no such curve, though single readings can be large; an effect the other way counts as inactive or inconclusive. Unless noted, % is set by controls: 0 for no effect and ±100 for the full control effect.
SMILES,IMPase inh,15-hLO-2 inh,ALOX12 inhib,PNC assembly inh
CCOC(=O)C1=C(C)OC(N)=C(C#N)C1c1cc(F)ccc1F (configuration not stated),0,1%,-1%,-12
Cc1ccccc1OCCCSc1nc2ccccc2[nH]1,-15,.,-1%,54
NS(=O)(=O)c1ccc(CCNC(=O)Nc2ccc(Cl)c(Cl)c2)cc1,-3,-5%,-25%,-24
O=C(Nc1nnc(-c2ccc(Cl)cc2)o1)NC1CCCCC1,-1,-2%,0%,-5
CC(c1ccco1)N(C(=O)c1ccccc1NS(=O)(=O)c1ccc(Cl)c([N+](=O)[O-])c1)c1ccccn1 (configuration not stated),.,.,-1%,?
CC(C)c1onc(C(=O)N2C(C)CCCC2C)c1[N+](=O)[O-] (configuration not stated),.,.,-3%,-2
COc1ccc(CN2CCN(S(=O)(=O)c3ccc(C)cc3)CC2)cc1Br,-2,5%,-11%,?
CC1CCc2c(sc(Nc3nc4c(F)cccc4s3)c2C(N)=O)C1 (configuration not stated),4,.,-3%,?
CC(C)(C)n1nnnc1C(c1cccs1)N1CCN(Cc2ccccc2)CC1 (configuration not stated),1,3%,1%,60
Cc1nc2ccccc2c(=O)n1NC(=O)c1ccco1,-3,.,-1%,299
COC(=O)[C@@]1(Cc2ccccc2)[C@H]2c3cc(C(=O)N(C)C)n(CCF)c3C[C@H]2CN1C(=O)c1ccccc1,.,-1%,0%,.
Cc1ccc(C(=O)Oc2ccc(C(=O)COC(=O)c3cnccn3)cc2)cc1,10,-7%,6%,72
O=C(c1ccc2c(c1)OCCO2)N1CCCCC1,1,-1%,2%,30
O=C(/C=C/c1cccc([N+](=O)[O-])c1)NC1CC2CCC1C2 (configuration not stated),.,.,-2%,-17
Nc1nonc1-c1noc(-c2ccc(Br)o2)n1,-5,2%,2%,77
CC(C)(C)c1ccccc1OCCOCCSc1ncccn1,5,8%,-3%,42
CC[N+]1(CC)CC2=Cc3c(ccc4ccccc34)CC2C1 (configuration not stated),4,24%,15%,44
O=C1OC2(c3ccc(O)cc3Oc3cc(O)ccc32)c2ccccc21,.,-30%[0.0915 µM],-3%[0.00818 µM],.
NC(=O)c1nn(-c2ccccc2)nc1NC(=O)CSc1nnnn1-c1ccc(Cl)cc1,.,.,-3%,62
COc1cc(CNCc2ccccn2)ccc1OCC(=O)NC(C)(C)C,10,.,2%,?
COc1ccc(NC(=S)Nc2ccc(Oc3ccccc3)cc2)cc1,-1,?,-17%,46
NC(N)=NC(=O)c1nc(Cl)c(N)nc1N,-1,-12%,-3%,-115*
CN(C)c1ccc(NC(=O)c2cccc(C(=O)Nc3ccc(N(C)C)cc3)n2)cc1,.,.,-2%,119
O=C(Cc1cccc(C(F)(F)F)c1)NCc1cccc(Cl)c1,4,.,-2%,?
Cn1c(O)c(N=NC(=O)c2cccc(S(=O)(=O)N3CCCCC3)c2)c2ccccc21,.,.,5%,6
Cc1occc1C(=O)N/N=C/C1=C(N2CCOCC2)C(=C\c2ccc(Cl)cc2)/CC1,3,.,0%,-17
Cc1ccc(C23CC4CC(CC(NC(=O)N5CCN(C)CC5)(C4)C2)C3)cc1,12,3%,-6%,33
CC(C)(C)OC(=O)N[C@@H](Cc1ccccc1)c1nnc(S(=O)(=O)Cc2cccc(F)c2)o1,14,?,-13%,-107*
Cc1cccc(C2C3=C(Nc4[nH]n(-c5ccccc5)c(=O)c42)c2ccccc2C3=O)c1 (configuration not stated),.,.,-4%,-29
Cn1cc(-c2nnnn2-c2ccc(Cl)cc2)c(=O)c2ccccc21,10,-8%,5%,?
Cc1ccc(-c2nc(CS(=O)CC(=O)NCCC(C)C)c(C)o2)cc1 (configuration not stated),1,-4%,6%,?
COc1ccc(OCc2nnc(SCC(=O)NCc3ccco3)o2)cc1,-1,2%,-1%,?
CC(C)CNc1nc(Oc2ccc(=O)n(-c3ccccc3)n2)nc(N2CCOCC2)n1,6,-1%,-5%,21
Cc1ccc(S(=O)(=O)N/N=C/c2ccc(OS(=O)(=O)c3ccc(C)c([N+](=O)[O-])c3)cc2)cc1,5,-13%,-17%,?
Cc1cccc(-c2nnc(SCC#N)n2-c2cccc(Cl)c2)c1,-4,.,-1%,-5
COc1ccc(CNC(=O)C23CN(Cc4ccccc4)CC2C(c2ccc([N+](=O)[O-])cc2)=NO3)cc1 (configuration not stated),0,6%,-5%,-30
COC(=O)c1[nH]c2cccc(OC)c2c1NC(=O)CCN1CCN(c2cccc(Cl)c2)CC1,-4,39%[activator],-4%,4
CCOC(=O)N1CCN(C(=O)CSc2nc3c(cnn3-c3ccccc3)c(=O)[nH]2)CC1,-13,-4%,4%,-1
CCCN(C(=O)Cc1nc(N)n[nH]1)C1(C(=O)Nc2ccccc2C)CCCCC1,-7,38%[activator],3%,15
COc1ccc(C2CCCN2C(=O)Nc2ccc(Cl)cc2)cc1OC (configuration not stated),8,18%,-5%,28
CC(C)Oc1ccc(NC(=O)Oc2ccccc2)cc1,0,6%,-3%,36
Cc1ccc2nc(SCc3nc4c(cnn4-c4ccccc4)c(=O)[nH]3)[nH]c2c1,-1,-6%,-12%,11
CCCC(=O)Nc1ccc(C(=O)NCC2CCCO2)cc1 (configuration not stated),-5,4%,4%,-3
Cc1cccc(NC(=O)c2ccoc2C)n1,5,5%,5%,-15
CCC(C)O (configuration not stated),.,11%,-2%,.
Nc1nonc1NC(=O)NN=C1CCCCC1,.,.,0%,?
N#Cc1c(NC(=O)COC(=O)c2ccc(F)cc2)sc2c1CCC2,12,-9%,-8%,11
CN(C)c1ccc(C=Nc2ccccc2C(N)=O)cc1,4,-10%,-7%,-9
O=C(OCC(=O)c1cccs1)C1=COCCO1,-3,9%[2.29 µM],0%,?
N#CCN1CCN(CCC(=O)Nc2ccc(OCc3ccccc3)cc2)CC1,8,8%,-4%,?
CCCNC(=O)OC[C@H]1O[C@H](CCO/N=C/c2ccc(C(=O)N3[C@H](c4ccc(C)cc4)[C@@H](C)CC[C@H]3C(=O)OC)cc2)C=C[C@@H]1Oc1ccc(OC)cc1,.,.,-2%,-19
CNc1ccc(Br)cc(C(=O)/C=C/c2cccc(OC)c2OC)c1=O,?,.,-21%,-22
CCc1ccc(/C(C)=N/Nc2cc(Cl)nc(C)n2)cc1,9,.,-5%,68
COc1ccc(/C(N)=N/OC(=O)Cc2ccccc2OC)cc1,9,17%,4%,30
CCCc1nc(NC(C)=O)c(C#N)c(-c2ccco2)c1CC,8,-16%,-4%,-26
CCOc1ccc2c(c1)-c1c(ssc1=S)C(C)(C)N2C(=O)CSC1=NCCS1,.,.,-7%,9
COC(=O)c1cc(=O)n(-c2ccccc2)c(=Nc2ccccc2)s1,.,.,-1%,40
N#Cc1c(-c2ccccc2)nc(N2CCOCC2)[nH]c1=O,?,.,2%,24
CC1C=Cc2ccccc2N1C(=O)c1ccccc1 (configuration not stated),-2,-5%,-6%,?
O=C(NCCC1=CCCCC1)c1ccc(Cl)c(S(=O)(=O)N2CCOCC2)c1,13,-11%,-3%,-19

# Three entries from above, bar-delimited.
SMILES | IMPase inh | 15-hLO-2 inh | ALOX12 inhib | PNC assembly inh
CN(C)c1ccc(C=Nc2ccccc2C(N)=O)cc1 | 4 | -10% | -7% | -9
O=C(OCC(=O)c1cccs1)C1=COCCO1 | -3 | 9%[2.29 µM] | 0% | ?
N#CCN1CCN(CCC(=O)Nc2ccc(OCc3ccccc3)cc2)CC1 | 8 | 8% | -4% | ?

# Carrying on:
SMILES,IMPase inh,15-hLO-2 inh,ALOX12 inhib,PNC assembly inh
O=C(Nc1cccc(S(=O)(=O)N2CCOCC2)c1)c1ccco1,-3,-9%,-1%,?
CC1(C)C(C=C(Cl)Cl)C1C(=O)N(Cc1ccc(Cl)cc1)C1CCS(=O)(=O)C1 (configuration not stated),.,.,-6%,32
O=C(c1cccs1)n1cc(C(=S)N2CCOCC2)c2ccccc21,13,-10%,?,-26
CC(Cc1ccccc1)C(=O)N(C)Cc1ccccc1 (configuration not stated),.,-3%,0%&5%,46
COc1cc(/C=C(\C#N)c2[nH]nc(N)c2C#N)cc(OC)c1O,16,-20%,2%,6
CCC(=O)c1c[nH]c(C(=O)NCC2CCCO2)c1 (configuration not stated),-8,3%,0%,26
c1ccc(-c2nnc3sc(-c4cc5ccccc5o4)nn23)cc1,6,3%,0%,?
COC(=O)C1=C(N)Oc2cc(C)n(CCCn3ccnc3)c(=O)c2C1c1cccc(Cl)c1 (configuration not stated),20,55%[activator],-2%,-26
O=C(NCc1ccccn1)C1CCN(S(=O)(=O)c2cnc[nH]2)CC1,2,8%,-6%,41
COc1cccc2cc(S(=O)(=O)c3ccccc3)c(=Nc3ccc4c(c3)OCCO4)oc12,.,.,0%,0
O=C(Nc1ccc2c(c1)OCCO2)C1CCCN1S(=O)(=O)c1ccc(Cl)cc1 (configuration not stated),?,-2%,-11%,?
NC(=O)CSc1nnc(-c2ccncc2)n1CCc1ccccc1,-3,-1%,1%,-11
Cc1ccc(CSCC(=O)NCc2cccnc2)cc1,5,.,0%,19
COc1ccc(OC)c(S(=O)(=O)Nc2ccc(Oc3ccccc3)cc2)c1,1,-7%,?,0
Oc1ccc(-c2onc3ccc(Cl)cc23)cc1,5,-17%,-2%,-19
COc1cc2cc(CN(CCN3CCCC3)C(=O)Nc3ccc(F)cc3)c(=O)[nH]c2cc1OC,-4,33%[activator],-1%,5
CC(=O)c1c(C)[nH]c(C(=O)OCC(=O)Nc2ncc(Cl)c(C)c2Cl)c1C,-1,-1%,-15%,-100*
CN1CCN(c2cc(-c3ccc(N(C)C)cc3)ncn2)CC1,.,19%,-1%,.
Cc1ccc(Cn2nnc3c(=O)n(CC(=O)N4CCN(c5ccccc5)CC4)cnc32)cc1,7,8%[2.29 µM],2%,?
CCN(CC)S(=O)(=O)c1ccc(N2CCOCC2)c(NC(=O)CCC2CCCCC2)c1,5,.,-1%,-13
Cc1cc(C)n(CCCO)c(=O)c1C#N,-3,-3%,9%,-20
COc1cc(C2C(C#N)=C(N)OC3=C2C(=O)CCC3)cc(OC)c1OC(=O)N1CCOCC1 (configuration not stated),-3,-1%,-2%,-5
Cc1ccccc1OCCNC(=O)c1ccccc1Sc1ccccc1C#N,3,-14%,-8%,15
O=C(OCC1COc2ccccc2O1)c1ccccc1F (configuration not stated),4,-23%,-2%,-21
COc1cccc(NC(=O)N2CCCC(C(=O)Nc3ccccc3OC)C2)c1 (configuration not stated),2,-3%,-2%,?
CCc1cc2c3c(c1)C1(C(=O)N3C(C)(C)CC2C)C(C#N)=C(N)N2C(=C1C#N)Nc1ccccc12 (configuration not stated),-5,.,-12%,?
COC(=O)c1ccc(NC(=O)CCn2c(=O)oc3ccccc32)cc1,-7,-2%,-6%,4
CC(=O)[C@@]1(O)CC[C@H]2[C@@H]3CCC4=CC(=O)CC[C@]4(C)[C@H]3CC[C@@]21C,.,.,-3%,51
CCN(C(=O)COC(=O)c1[nH]c(C)c(C(C)=O)c1C)C1CCS(=O)(=O)C1 (configuration not stated),-1,-3%,-3%,-7
Cc1cccc(C)c1NC(=O)c1cc(S(=O)(=O)N2CCOCC2)ccc1F,-5,.,-9%,52
CCn1c(SCC(=O)Nc2ccc(C)cc2)nnc1-c1ccc(O)cc1,-4,.,-18%,-11
Cc1c(C#N)c2ncnc(-c3ccccc3)c2n1-c1ccccc1,-6,-4%,-2%,?

# Screening results (PubChem)

# Not all compounds are listed; rates above refer to the full screens.
